S1P2 antag – human S1P2 receptor antagonists, primary screen, cell-based; AID 736, 2007; inhibition, % at 5 µM; Sphingosine 1-phosphate receptor 2 (Homo sapiens), O95136; 97,000 tested, 0.21% active; cell-based S1P2 antagonist assay, inhibition at 5 uM; in the data active = inhibition above about 45%;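 also: CRE beta-lactamase reporter cells expressing human S1P2 stimulated with S1P; 0% = agonist at EC80 alone and 100% = agonist plus reference antagonist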
Target sequence (O95136 whole entry, looked up): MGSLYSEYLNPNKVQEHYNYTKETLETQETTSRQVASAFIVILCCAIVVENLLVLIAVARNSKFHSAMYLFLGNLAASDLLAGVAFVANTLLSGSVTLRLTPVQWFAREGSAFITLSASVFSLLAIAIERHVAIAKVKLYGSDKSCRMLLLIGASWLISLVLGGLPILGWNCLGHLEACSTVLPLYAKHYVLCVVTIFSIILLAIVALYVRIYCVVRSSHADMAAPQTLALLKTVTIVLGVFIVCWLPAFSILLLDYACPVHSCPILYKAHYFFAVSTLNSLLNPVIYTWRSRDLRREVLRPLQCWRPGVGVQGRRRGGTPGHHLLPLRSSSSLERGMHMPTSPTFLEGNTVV
Rev-RRE block – HIV-1 Rev-RRE binding inhibitors, primary screen, biochemical, FRET, protein-RNA interaction. inhibition, % at 8 µM. P05866. AID 704, 2007. 97,000 tested, 0.79% active. Rev peptide-RRE RNA binding;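 active = inhibition above the screen-wide mean plus 3 SD, cut at about 35% in these data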;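 also: 0% = median DMSO wells and 100% = median Neomycin B control wells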
Target sequence (P05866 whole entry, looked up): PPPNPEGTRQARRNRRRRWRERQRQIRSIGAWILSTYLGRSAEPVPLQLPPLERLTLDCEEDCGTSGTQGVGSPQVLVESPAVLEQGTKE
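Probe or stimulus: fluorescein-Rev peptide as binding partner; assay system: Cy5-tagged RRE RNA duplex with fluorescein-tagged Rev peptide; timing: 5 min compound–RNA preincubation, then 15 min with peptide, 25 °C; medium: HEPES pH 7.5 buffer with KCl, MgCl2, NaCl and EDTA; signal: fluorescein-to-Cy5 FRET, 480 nm excitation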
FAK blocker – FAK kinase inhibitors, primary screen, biochemical; Focal adhesion kinase 1 (Homo sapiens), Q05397; biochemical FAK kinase activity assay; inhibition, %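 (tested at 7 µM)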; 97,000 tested, 0.84% active; AID 727, 2007; in the data active = inhibition above about 19%;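 also: 0% = DMSO and 100% = reference compound high control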
MT1-MMP txn act – MT1-MMP promoter reporter activation – cell-based, luciferase luminescence, primary screen; HT1080 MT1-MMP promoter luciferase reporter, overnight; active compounds read high; activation factor at 10 µM; 86,000 tested, 0.16% active;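 active = activation factor of at least 2 for MT1-MMP transcription at 10 µM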
PLK1 kinase inh – human PLK1 kinase inhibitors, primary screen, biochemical, TR-FRET; Serine/threonine-protein kinase PLK1 (Homo sapiens), P53350; recombinant PLK1 kinase, TR-FRET peptide phosphorylation; inhibition, % at 10 µM; 97,000 tested, 0.53% active;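 active = inhibition of 50% or more in the single-concentration screen; inactive = inhibition below 50%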;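 also: 0% = DMSO max control and 100% = H-89 dihydrochloride min control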
EphB4 antag – EphB4-ephrin-B2 interaction antagonists, primary screen, biochemical, TNYL-RAW peptide probe, fluorescence polarization; Ephrin type-B receptor 4 (Homo sapiens), P54760; EphB4 LBD / TNYL-RAW-Alexa532 peptide; inhibition, % at 7 µM; 97,000 tested, 0.15% active;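 active = inhibition above the screen-wide mean inhibition plus 3 SD, cut at about 15% in these data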;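 also: 0% = DMSO wells and 100% = excess unlabeled TNYL-RAW peptide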
S1P2 ag – S1P2 receptor agonists, primary screen, cell-based. Sphingosine 1-phosphate receptor 2 (Homo sapiens), O95136. S1P2-expressing cell line, agonist reporter read-out. activation, % at 4.5 µM. 97,000 tested, 0.46% active; in the data active = activation above about 16%;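 also: 0% = vehicle low control and 100% = maximal reference agonist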
Plk1 PBD FP – Plk1 polo box domain binding inhibitors, primary screen, biochemical, fluorescence polarization; Serine/threonine-protein kinase PLK1 (Homo sapiens), P53350; Plk1 PBD phosphopeptide binding; inhibition, %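 (tested at about 20 µM)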; 97,000 tested, 0.13% active; AID 693, 2007; in the data active = inhibition above about 34%, passing the limit was not always enough
PLAP activator – PLAP enzyme activators, biochemical, luminescence, HTS | activation fold at 20 µM | purified PLAP enzyme, luminescent substrate read-out; active compounds read high | 96,000 tested, 1.2% active | AID 696, 2007; in the data active = activation fold above about 2
Target sequence (P05187 whole entry, looked up): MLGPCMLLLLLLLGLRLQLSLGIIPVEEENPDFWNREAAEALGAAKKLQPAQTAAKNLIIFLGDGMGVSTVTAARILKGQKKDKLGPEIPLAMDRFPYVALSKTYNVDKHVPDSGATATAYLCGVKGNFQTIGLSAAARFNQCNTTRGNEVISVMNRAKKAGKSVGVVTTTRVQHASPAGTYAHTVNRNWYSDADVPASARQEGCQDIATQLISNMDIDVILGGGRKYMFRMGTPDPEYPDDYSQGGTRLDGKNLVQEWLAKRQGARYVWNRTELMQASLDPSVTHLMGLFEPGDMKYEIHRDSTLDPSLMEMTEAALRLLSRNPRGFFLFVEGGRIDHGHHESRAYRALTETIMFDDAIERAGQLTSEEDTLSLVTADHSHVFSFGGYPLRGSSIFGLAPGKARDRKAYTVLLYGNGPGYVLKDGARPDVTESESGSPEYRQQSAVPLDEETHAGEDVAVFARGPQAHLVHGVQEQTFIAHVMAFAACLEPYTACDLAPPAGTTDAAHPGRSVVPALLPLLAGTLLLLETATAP
Active calls of the source: *; · = not tested or not shown; [ ] = another dose, or the depositor's remark.

PLAP activator,EphB4 antag,Plk1 PBD FP,PLK1 kinase inh,MT1-MMP txn act,FAK blocker,Rev-RRE block,S1P2 ag,S1P2 antag,mol
1,5.6,0.3,-1.6,1.1,0.1,9.0,-5.1,4.2,Cc1cc(NC(=O)CSc2nnc(-c3cccnc3)n2N)no1
1.4,5.8,1.4,-12.7,1.1,-2.7,8.8,-2.9,-7.1,Cc1cccc(N2CCN(C(=O)c3ccc(NS(=O)(=O)c4c(C)noc4C)cc3)CC2)c1C
0.8,6.2,-2.5,-12.3,1.2,0.2,1.0,-0.9,-2.2,O=C(CSc1nc(-c2ccccc2)cc(C(F)(F)F)n1)NCc1ccco1
·,2.4,-12.0,-13.8,1.2,0.3,6.6,-4.4,-16.5,CN(Cc1ccccc1)C(=O)CCSc1nc(-c2ccc3c(c2)OCO3)cc(C(F)(F)F)n1
1.1,5.5,-16.7,-9.8,1.7,2.3,12.6,-4.0,2.2,COc1cc(/C=C2/C(=N)N3C=CSC3=NC2=O)ccc1OCCCOc1ccccc1C
1.7,1.2,-29.6,-8.8,·,1.7,5.6,-6.5,26.0,CCc1ccc(-c2nc(CSCC(=O)N3CCN(c4ncccn4)CC3)c(C)o2)cc1
0.7,-3.4,-40.5,-1.1,·,-1.4,3.1,-9.3,3.1,O=C(CNC(=O)c1ccccc1)NCC1COc2ccccc2O1 (stereo unspecified)
1.7,-3.0,0.7,-15.9,·,-0.5,5.5,-1.3,-2.0,COc1ccc(N(C)S(=O)(=O)c2cccc(C(=O)NCC3CCCO3)c2)cc1 (stereo unspecified)
1.1,13.8,14.2,-8.8,1,-3.1,7.6,-3.0,10.9,Cc1ccc(C(=O)CSc2nc(C)cc(SCc3nnc(-c4ccccc4)o3)n2)cc1
1.5,-1.3,6.8,-1.9,1.2,-4.1,7.0,-5.3,-6.7,O=C(CSc1nnc(-c2cccnc2)n1Cc1ccco1)c1ccc(Cl)c(Cl)c1

The list goes on, overlapping the part above by 2 compounds.
PLAP activator,EphB4 antag,Plk1 PBD FP,PLK1 kinase inh,MT1-MMP txn act,FAK blocker,Rev-RRE block,S1P2 ag,S1P2 antag,mol
1.1,13.8,14.2,-8.8,1,-3.1,7.6,-3.0,10.9,Cc1ccc(C(=O)CSc2nc(C)cc(SCc3nnc(-c4ccccc4)o3)n2)cc1
1.5,-1.3,6.8,-1.9,1.2,-4.1,7.0,-5.3,-6.7,O=C(CSc1nnc(-c2cccnc2)n1Cc1ccco1)c1ccc(Cl)c(Cl)c1
1.1,5.4,-40.5,-1.7,1.3,0.7,4.9,-4.0,17.0,CCn1c(CNc2ccc(F)cc2)nnc1SCC(=O)Nc1ccc(OC)cc1OC
·,-4.9,1.9,-19.6,1.1,-0.6,4.3,-4.4,-4.5,Cn1c(=O)c2c(nc(CN3CCOCC3)n2Cc2ccccc2)n(C)c1=O
·,14.4,11.3,-7.1,1.2,2.0,-0.2,-5.3,-12.2,O=C(Nc1ccc(Cl)c(Cl)c1)N1CCSCC1
0.8,1.5,-14.2,-6.9,1.6,6.3,3.2,-4.1,10.9,O=C(c1cc2c(s1)-c1ccccc1OC2)N1CCCC1
1.9,-1.5,-5.8,-7.9,·,-0.1,2.6,-8.6,3.4,O=C(NNC(=S)NC(=O)C12CC3CC(CC(C3)C1)C2)c1ccncc1
0.9,-0.5,13.1,-6.8,1,-1.4,4.6,-1.1,-6.7,COc1ccc(CCC(=O)NCc2cnn(C)c2)cc1
1,1.3,8.9,-11.4,0.9,-1.4,5.9,-2.3,18.6,Cc1nnc(SCC(=O)NCc2ccc3c(c2)OCO3)s1
1,-7.1,-17.7,-12.0,·,-2.2,-3.0,-3.5,-14.6,C=CCNCC(=O)NN=C(c1ccccc1)c1ccccc1
1,1.6,-15.5,-14.5,1,-1.4,8.0,-1.1,-8.4,O=C(Oc1ccc2cccc(OC(=O)N3CCOCC3)c2c1)N1CCOCC1
·,-0.9,-15.7,-6.2,1,-0.6,4.3,-3.9,-6.3,CCOC(=O)CCc1c(C)c2c(C)nn(-c3ccccc3)c2[nH]c1=O
1.2,-6.6,-2.5,-7.7,1.1,0.4,14.7,-1.3,-8.2,Cc1cc(C)c2nc(SCCc3ccccc3)nc(C)c2c1
0.9,-3.5,8.5,-16.4,1.2,-2.4,2.5,0.1,-11.4,c1ccc(-n2nnnc2OCCOc2nnnn2-c2ccccc2)cc1
1.6,3.5,-4.0,0.8,1.2,-4.1,9.3,-5.0,11.4,CCn1c(SCC(=O)c2cc(OC)ccc2OC)nnc1C(C)C
1.1,6.9,9.1,-4.9,·,-0.9,4.0,-9.4,3.6,Cc1ccc(C(C2=C(O)CC(C)(C)CC2=O)C2C(=O)CC(C)(C)CC2=O)o1 (stereo unspecified)
1.6,3.1,-21.4,-12.0,1.1,5.4,9.5,-5.6,15.8,CNC(=O)C1CC(=O)N(Cc2ccccc2)C(=Nc2ccc(OC)cc2)S1 (stereo unspecified)
1.1,3.5,2.6,-10.4,0.7,-4.1,4.4,-1.3,14.8,CC(=O)Nc1ccc(NC2=Nc3ccccc3N3C2=Nc2c(c(C)nn2-c2ccccc2)C3c2ccccc2)cc1 (stereo unspecified)
·,-3.7,-3.6,-7.1,1.5,1.4,-4.1,-1.2,-10.4,Clc1cccc(-c2cc3nc4c(c(N5CCNCC5)n3n2)CCCC4)c1
·,1.6,-15.6,-5.8,1.1,-0.6,7.9,-3.5,-13.6,Clc1ccccc1CN(Cc1ccco1)Cc1nnnn1C1CCCC1
1.3,-3.8,-6.9,-3.7,·,0.2,8.8,-0.6,-3.3,Cc1ccc2nc(-c3ccc(N4C(=O)CC(N5CCCC(C)C5)C4=O)cc3)sc2c1 (stereo unspecified)
2.5*,-6.6,-11.1,-4.2,1.3,-1.6,0.2,-6.0,-7.7,O=C(Nc1ncccc1O)c1cccc(S(=O)(=O)N2CCc3ccccc32)c1
1.2,-6.8,0.3,-9.9,1.2,1.2,-1.6,-5.8,14.3,Nn1c(Cc2cccc3ccccc23)nnc1SC1CCOC1=O (stereo unspecified)
·,2.6,20.1,-8.4,1.3,-1.6,1.0,-7.9,-8.2,COc1c2c(nc3occc13)C(CC=C(C)C)(OC)C(OC(C)=O)CC2 (stereo unspecified)
1.4,-5.7,7.5,-10.9,1.2,-1.1,3.0,-3.0,0.3,O=C(NC1CC2CCCC(C1)N2C(=O)Nc1ccccc1)c1ccncc1 (stereo unspecified)
1,-1.0,-23.1,-16.1,1,0.6,1.5,-3.5,-2.7,CC(=O)c1ccc(N2CCN(S(=O)(=O)c3cccc(S(=O)(=O)N4CCOCC4)c3)CC2)cc1
1.1,-2.8,-7.5,-4.7,·,1.9,5.8,-0.9,15.5,Cc1cc2cc(CN(Cc3ccco3)S(=O)(=O)c3c(C)ccc4nsnc34)c(=O)[nH]c2cc1C
1.1,-0.2,-2.1,69.1*,1,6.0,12.9,-1.1,8.0,Cc1nc2cc(C(=O)O)ccc2n1-c1ccccc1
1.4,-4.5,-14.4,-7.6,1.3,-2.1,1.0,-1.1,-11.3,Cc1nc(N2CCC3(CC2)OCCO3)c2nnn(Cc3ccccc3F)c2n1
0.9,-8.5,-2.6,10.1,1.2,1.9,0.9,-3.2,10.2,Brc1ccc(C2Nc3cccc4cccc(c34)N2)o1
·,-4.6,-1.2,-7.9,1.1,0.1,3.6,-3.0,-5.7,Cc1nnsc1C(=O)Nc1cc(Cl)ccc1Cl
1.5,7.3,9.3,-7.1,1.2,5.4,8.6,-6.9,12.5,Cc1ccc(-c2nnc(CSc3nnc(COc4ccccc4)n3-c3ccccc3)o2)cc1
1.1,-1.2,-6.5,-1.0,1.2,-2.3,3.7,0.1,2.2,CC(C)COc1ccc(C(=O)OCCN2CCOCC2)c(O)c1
0.8,2.7,0.1,-9.8,·,2.2,3.9,-3.2,-7.3,O=C(NCc1ccccc1)c1cc2ccccc2o1
1.1,-4.3,2.3,-8.0,1.6,2.2,1.7,-3.5,-15.5,CC1CC1C(=O)Nc1nc(-c2ccccc2)cs1 (stereo unspecified)
·,-1.4,-36.8,-12.2,1.1,0.8,7.6,-3.7,23.9,CN1CCN(Cc2nc3c(c(=O)[nH]c(=O)n3C)n2CCc2ccccc2)CC1
1.1,-3.4,0.6,-0.9,1.1,-0.6,-1.3,-4.0,9.3,CCN1CCN(C(c2cccs2)C(C)NC(=O)c2c(F)cccc2F)CC1 (stereo unspecified)
1.2,3.9,-11.2,-11.1,·,0.9,-0.8,-0.3,-36.7,Cc1cc(C)n2ncc(C(=O)NCCc3ccccc3)c2n1
1,-0.5,-9.6,-0.1,1.2,0.1,-4.9,-3.6,-21.8,CC(C)NC(=O)CCCOc1ccc(Cl)cc1Cl
1.4,7.3,19.9,-10.1,1.2,-0.3,-2.5,-4.2,-5.7,COc1ccccc1NC(=O)CSc1nnc(Cc2cccn2C)n1CCc1ccccc1
0.9,3.5,10.4,-1.9,1.1,1.4,0.4,-12.3,12.5,COc1ccc(C(=O)NC2CCCCCC2)cc1S(=O)(=O)N1CCCc2ccccc21
1.1,4.0,-4.5,-12.5,·,-3.9,15.6,-2.9,3.8,Cc1cccc(C(=O)NN2C(=O)C3C(c4ccccc4)C=CC(c4ccccc4)C3C2=O)c1 (stereo unspecified)

Structures above printed as active in PLAP activator:
PLAP activator,EphB4 antag,Plk1 PBD FP,PLK1 kinase inh,MT1-MMP txn act,FAK blocker,Rev-RRE block,S1P2 ag,S1P2 antag,mol
2.5*,-6.6,-11.1,-4.2,1.3,-1.6,0.2,-6.0,-7.7,O=C(Nc1ncccc1O)c1cccc(S(=O)(=O)N2CCc3ccccc32)c1

New compounds follow
PLAP activator,EphB4 antag,Plk1 PBD FP,PLK1 kinase inh,MT1-MMP txn act,FAK blocker,Rev-RRE block,S1P2 ag,S1P2 antag,mol
1,-6.7,-10.4,-6.9,·,-1.2,11.2,0.0,-17.5,CCCCCCCCC(=O)N/N=C/c1cccc(Br)c1
1,3.0,14.7,-11.3,·,1.5,12.1,-3.6,7.7,CS(=O)(=O)N(Cc1ccc(C(=O)Nc2ccccc2Sc2ccccc2)cc1)c1ccccc1
0.9,-1.9,18.5,-2.6,1.1,-0.9,-0.1,-6.3,4.7,CCN(CC)C(=O)c1sc(NC(=O)c2ccc3c(c2)OCO3)c(C#N)c1C
0.9,9.3,-12.6,-3.3,1.1,-0.2,6.4,-5.3,4.8,O=C(CCC1COc2ccccc2O1)Nc1ccc(Cl)cn1 (stereo unspecified)
0.7,3.8,6.2,-11.9,1.2,-0.6,18.5,-2.4,-14.8,CCCCCOC(=O)CSc1nc2c(c(=O)[nH]c(=O)n2C)n1CCc1ccccc1
1.1,-2.6,-11.4,-3.7,1.2,1.6,4.8,-1.9,-5.7,CCOc1ccc(Cl)cc1S(=O)(=O)NCc1cccnc1
1.1,0.3,4.2,-8.8,1,-1.3,7.0,-2.8,15.3,COc1ccc(CNCCNC(=O)c2ccco2)c(OC)c1OC
0.9,4.2,1.4,11.3,1.1,0.0,-1.6,-6.5,8.8,OC1CCCCC1Sc1nc2ccccc2s1 (stereo unspecified)
1.1,-2.4,-16.4,5.6,1.1,-1.4,3.4,-4.2,17.0,CS(=O)CSc1nc2c(cc1C#N)CCCC2 (stereo unspecified)
1.1,2.5,-16.9,3.3,1,24.1*,91.1*[fluorescence artefact?],12.6,3.6,C/C(O)=c1/ccc2cccc3nc(C)nc1c23
0.9,4.3,-10.3,-11.2,·,-2.1,4.7,-6.2,12.8,O=C(Cn1cc([N+](=O)[O-])cn1)Nc1ccn(Cc2c(F)c(F)c(F)c(F)c2F)n1
